High-throughput results from PubChem.
STK33 kinase inh: human STK33 kinase inhibition. purified STK33, MBP phosphorylation, ADP-Glo luminescence. Q9BYT3. inhibition, % at 10 µM. actives 0.073% (n = 320,000);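 active means inhibition at or above 25%, using the most active replicate where run in duplicate; inactive means inhibition below 25%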
Target sequence (Q9BYT3 whole entry, looked up): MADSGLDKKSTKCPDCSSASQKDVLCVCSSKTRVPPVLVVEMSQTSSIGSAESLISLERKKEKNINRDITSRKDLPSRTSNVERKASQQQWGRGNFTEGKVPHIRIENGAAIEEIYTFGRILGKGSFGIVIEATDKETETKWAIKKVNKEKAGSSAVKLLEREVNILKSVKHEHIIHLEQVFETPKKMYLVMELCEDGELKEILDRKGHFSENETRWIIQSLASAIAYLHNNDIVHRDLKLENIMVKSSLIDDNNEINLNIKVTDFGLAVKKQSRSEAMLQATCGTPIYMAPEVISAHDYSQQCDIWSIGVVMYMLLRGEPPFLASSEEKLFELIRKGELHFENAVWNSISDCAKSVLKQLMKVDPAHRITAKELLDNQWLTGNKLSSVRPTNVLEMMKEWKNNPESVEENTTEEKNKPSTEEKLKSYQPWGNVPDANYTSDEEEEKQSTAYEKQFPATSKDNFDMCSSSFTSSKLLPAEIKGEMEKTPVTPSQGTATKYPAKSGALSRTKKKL
Starred values were filed as active, the others as inactive. The list is partial. The share of hits here may be higher or lower than overall.

SMILES	STK33 kinase inh
COc1ccccc1OCCNC(=O)C1CC(=O)N(Cc2ccccc2)C1 (configuration not stated)	-0.8
Cc1ccccc1[C@@H](NC(=O)OC(C)(C)C)C(=O)OC(C)(C)C	-1.6
CCN(c1ccccc1)S(=O)(=O)c1ccc(F)cc1C	-1.6
CN(CC(=O)NCCCn1ccnc1)S(=O)(=O)c1ccc(Cl)cc1	4.7
NS(=O)(=O)c1ccc(CNC(=O)c2ccc3c(c2)OCO3)cc1	0.7
CC(=O)Nc1ccc(C)cc1	-2.3
COc1ccc(OC)c(/C=C/C(=O)N2CCN(S(=O)(=O)c3cc(C)ccc3C)CC2)c1	-1.5
CC(=O)Nc1ccc(S(=O)(=O)N(C)CC(=O)NNc2c(F)c(F)cc(F)c2F)cc1	3.7
O=C(COc1ccc(F)cc1Cl)Nc1cccc(S(=O)(=O)N2CCCCCC2)c1	-3.7
OC1CCCCC1	0.2
COc1cc(/C=C(\C#N)C(=O)NCC2CCCO2)ccc1OC(=O)c1ccco1 (configuration not stated)	-2.2
CCN(CC(=O)NCc1ccc(Cl)cc1)C(=O)c1c(C)noc1C	-0.2
C[C@H](NS(=O)(=O)c1c(Cl)cccc1Cl)C(=O)NNC(=O)COc1ccccc1F	-0.3
COc1ccc(SC[C@H](C)CN2CC[C@H](C)CCC2=O)cc1	0.7
CC1CCCC(=NNC(=O)C2COc3ccccc3O2)C1 (configuration not stated)	-0.8
CC(Nc1cccc(C(=O)NC2CC2)c1)c1nnc(-c2ccccc2)o1 (configuration not stated)	12.2
O=C(c1cnccn1)N1CCN(S(=O)(=O)c2cccc(Cl)c2)CC1	0.0
O=C1C=C(c2cccc3c2sc2ccccc23)C[C@@H](c2ccc(Cl)cc2)C1	-0.2
COc1ccc(C(NC(=O)CN2C(=O)NC3(CCc4ccccc43)C2=O)c2ccccc2)cc1 (configuration not stated)	-0.7
CCN1CCc2c(sc(NC(=O)Nc3ccc(Cl)c(Cl)c3)c2C(N)=O)C1	4.6
O=C1C=C(c2cc(C(F)(F)F)cc(C(F)(F)F)c2)C[C@@H](c2ccc(Cl)cc2)C1	-1.1
Cc1cc(C)cc(OCC(=O)Nc2cccc(S(=O)(=O)NC3=NCCC3)c2)c1	1.1
CC(=O)c1cccc(NC(=O)c2ccc(S(=O)(=O)N3CC(C)OC(C)C3)cc2)c1 (configuration not stated)	-0.6
Cc1cc(Cn2nc(C(=O)NCc3cccc(Br)c3)cc2-c2ccccc2)on1	1.7
COc1cc(/C=C/C(=O)OCC(=O)NC2CCCCCCC2)ccc1O	0.6
Cc1cccc(C)c1NC(=O)CNC(=O)CNC(=O)Cc1cccc2ccccc12	0.2
COc1ccc(S(=O)(=O)N2CCOCC2)cc1NC(=O)COC(=O)C1CC1C (configuration not stated)	0.0
C[C@@H]1[C@H](O)C[C@@]23COC(=O)C2=CCC[C@@H]3[C@@]1(C)CC/C(=C/CO)CO	-0.7
COc1ccccc1-n1nnnc1SCC(=O)N(C)C1CCS(=O)(=O)C1 (configuration not stated)	0.7
CCOC(=O)C1=C(O)c2ccccc2C(=O)/C1=C\c1ccc(C)cc1	1.8
CCC1(c2ccccc2)NC(=O)N(CC(=O)Nc2cc(Cl)ccc2N2CCN(C)CC2)C1=O (configuration not stated)	-0.9
Cn1cccc1C(=O)NC(=O)COC(=O)c1ccc(S(C)(=O)=O)cc1	-0.5
NC(=O)Cc1ccc(C(=O)CSc2nnc(-c3ccncc3)n2C2CC2)s1	-0.2
Cc1c(NC(=O)c2ccc(S(=O)(=O)N(C)C)cc2)cccc1-n1cnnn1	-0.4
C=CCn1c(=S)[nH]c2cc(C(=O)NCCc3ccc(S(N)(=O)=O)cc3)ccc2c1=O	-0.9
COc1ccc(N(Cc2ccccc2)C(=O)OC(C)(C)C)c(C(=O)N(C)OC)c1	-1.4
COc1ccc(OCC(=O)NC2CCSc3ccccc32)cc1 (configuration not stated)	-0.3
CCOc1cc(C#N)ccc1OCC(=O)N1CCN(C(=O)c2cccs2)CC1	-0.1
COc1ccc(O)c(C(=O)c2cnn(C(=O)c3cccc(S(=O)(=O)N(C)C)c3)c2)c1	-0.1
CCOC(=O)C(C)Sc1nnc(Cc2cc(=O)[nH]c(=O)[nH]2)n1-c1ccc(OCC)cc1 (configuration not stated)	0.4
COc1ccc(C(C)(C)C)cc1NC(=O)COC(=O)CN1C(=O)NC2(CCCCC2C)C1=O (configuration not stated)	-0.3
CCC1(c2ccccc2)NC(=O)N(C)C1=O (configuration not stated)	-1.0
CN(CC(=O)Nc1cccc(Cl)c1)C1=NS(=O)(=O)c2ccccc21	1.0
NS(=O)(=O)c1cccc(NC(=O)COC(=O)Cc2n[nH]c(=O)c3ccccc23)c1	1.1
CC(C)CCN(C(=O)c1ccccn1)c1c(N)n(Cc2ccccc2)c(=O)[nH]c1=O	-1.6
O=C(OC1CCOC1=O)c1ccc(Cl)c(S(=O)(=O)N2CCOCC2)c1 (configuration not stated)	-0.5
COc1ccc(C)cc1N1C(=N)/C(=C2/Nc3ccccc3S2)C(c2ccccc2)C1=O (configuration not stated)	-1.2
CN(CC(=O)Nc1cccc(S(=O)(=O)NC2=NCCC2)c1)Cc1ccccc1Cl	1.1
O=C(C[C@H]1C/C=C\CCC(=O)OC[C@H]2CCCN2C1=O)NCCO	-1.6
CC[C@]12c3[nH]c4ccccc4c3CCN1C(=O)C(CC(=O)NCC13CC4CC(CC(C4)C1)C3)C[C@@H]2C(=O)N1CCN(C(=O)c2ccco2)CC1 (some centres not stated)	-0.8
O=C(NCc1ccccc1F)c1ccc(S(=O)(=O)N2CCCCCC2)cc1	-0.3
O=C(CN1C(=O)C2CC=CCC2C1=O)Nc1nc(-c2ccc(F)cc2)cs1 (configuration not stated)	0.2
CC(=O)c1ccc(N(CC(=O)NC2CCS(=O)(=O)C2)S(=O)(=O)c2ccc(C)cc2)cc1 (configuration not stated)	-0.4
O=c1cc(-c2ccsc2)oc2ccc(-c3ccc4cc[nH]c4c3)cc12	-0.2
Cn1cccc1Cc1nnc(SCC(=O)Nc2nc3ccccc3s2)n1CCc1ccccc1	0.1
Cc1noc(C)c1C(=O)Nc1cccc(S(=O)(=O)N2CCOCC2)c1	-1.0
O=NN(CCCl)C(=O)NCCCl	-0.3
CC(Oc1ccccc1F)c1nnc(SCC(=O)Nc2ccc(N3CCOCC3)cc2)o1 (configuration not stated)	-1.0
Cc1c(NC(=O)c2ccc(NS(=O)(=O)c3ccc(F)c(F)c3)cc2)c(=O)n(-c2ccccc2)n1C	-0.7
O=C(Cn1cnc2c(NC(=O)OCc3ccccc3)ncnc21)NCc1ccccn1	-0.4

Carrying on.
SMILES	STK33 kinase inh
Cc1noc(C)c1C(=O)OCC(=O)NCCc1ccc(S(N)(=O)=O)cc1	-1.1
Cc1cc(C)c2nc(N3C(=O)C(O)=C(C(=O)c4ccco4)C3c3cccc(O)c3)sc2c1 (configuration not stated)	-0.8
COc1ccccc1C(=O)NC(=O)COC(=O)c1nccnc1N	1.6
COc1cc(/C=C/C(=O)OCC(=O)N(C)CC(=O)Nc2ccc(F)cc2)ccc1OC(F)F	-2.3
CCN(c1ccccc1)S(=O)(=O)c1ccc(C(=O)NCC(=O)Nc2ccc(F)c(F)c2F)cc1	-1.6
Cc1ccc(C(=O)CN(CCC(=O)O)S(=O)(=O)c2ccc([N+](=O)[O-])cc2)cc1	-1.8
O=C(c1ccccc1)c1ccc(C(=O)N2CCN(c3ccc(O)cc3)CC2)cc1	-0.4
O=C(COC(=O)c1ccc(F)cc1F)NC(=O)Nc1ccc2c(c1)OCCO2	-0.3
O=C1CCCC/C=C\C[C@H](CC(=O)N(CCO)Cc2ccccc2)C(=O)NC[C@H](c2ccccc2)O1	-0.3
COc1ccc(OCC(=O)OCC(=O)N2C(C)CCCC2C)cc1 (configuration not stated)	-1.2
CC(C)(C)OC(=O)C[C@@H]1C/C=C\C[C@@H](CC(=O)NCCO)C(=O)N[C@H](Cc2c[nH]c3ccccc23)COC1=O	-0.5
OC(c1ccccc1)(c1ccccc1)C1CCN(C(=S)Nc2ccc(F)cc2)CC1	-1.7
CN(CC(=O)Nc1c(Cl)cccc1Cl)C(=O)CNC(=O)c1ccco1	-1.3
CCC1CCCCN1C(=O)COC(=O)c1n[nH]c2ccccc12 (configuration not stated)	-0.4
Cc1ccc(S(=O)(=O)N(C)C)cc1NC(=O)c1cc(-c2ccncc2)nc2ccccc12	-1.0
O=C(OCC(=O)N1CCC(c2ccccc2)=N1)c1ccc(Cl)s1	-1.4
O=C(Cn1ncc(Cl)c(Cl)c1=O)NCC1CCCCC1	-1.7
COc1ccc(CNC[C@H]2O[C@@H](n3cnc4c(N)ncnc43)[C@H](O)[C@@H]2O)cc1OC	-1.1
CN(C(=O)CSc1nc2ccc(Cl)cc2[nH]1)C1CCS(=O)(=O)C1 (configuration not stated)	-1.2
COc1ccc(N(C)S(=O)(=O)c2cccc(C(=O)OCC(=O)N(C)c3ccccc3)c2)cc1	1.0

An excerpt of these results, in CSV form.
Molecule,STK33 kinase inh
CCC1CCCCN1C(=O)COC(=O)c1n[nH]c2ccccc12 (configuration not stated),-0.4
Cc1ccc(S(=O)(=O)N(C)C)cc1NC(=O)c1cc(-c2ccncc2)nc2ccccc12,-1.0

Random excerpt: 6 records from the list
SMILES	STK33 kinase inh
O=C(Cn1ncc(Cl)c(Cl)c1=O)NCC1CCCCC1	-1.7
COc1ccc(OCC(=O)OCC(=O)N2C(C)CCCC2C)cc1 (configuration not stated)	-1.2
O=C1CCCC/C=C\C[C@H](CC(=O)N(CCO)Cc2ccccc2)C(=O)NC[C@H](c2ccccc2)O1	-0.3
Cc1noc(C)c1C(=O)OCC(=O)NCCc1ccc(S(N)(=O)=O)cc1	-1.1
CN(C(=O)CSc1nc2ccc(Cl)cc2[nH]1)C1CCS(=O)(=O)C1 (configuration not stated)	-1.2
O=C(COC(=O)c1ccc(F)cc1F)NC(=O)Nc1ccc2c(c1)OCCO2	-0.3

A different layout for four compounds above.
> CCN(c1ccccc1)S(=O)(=O)c1ccc(C(=O)NCC(=O)Nc2ccc(F)c(F)c2F)cc1
  STK33 kinase inh: -1.6

> CN(CC(=O)Nc1c(Cl)cccc1Cl)C(=O)CNC(=O)c1ccco1
  STK33 kinase inh: -1.3

> O=C(COC(=O)c1ccc(F)cc1F)NC(=O)Nc1ccc2c(c1)OCCO2
  STK33 kinase inh: -0.3

> O=C(c1ccccc1)c1ccc(C(=O)N2CCN(c3ccc(O)cc3)CC2)cc1
  STK33 kinase inh: -0.4

(continued)
SMILES	STK33 kinase inh
Cn1c(-c2ccc(C(F)(F)F)cc2)cc2onc(-c3ccccc3)c2c1=O	-0.8
CC1CCCCN1C(=O)COC(=O)Cc1c[nH]c2ccccc12 (configuration not stated)	-0.3
Cn1cncc1C#Cc1ccc2cc(CCO)oc(=O)c2c1	-0.6
O=C1C=C(c2cccc(Cl)c2)C[C@@H](c2ccc3c(c2)OCO3)C1	-0.5
CN1CCC(N(C)S(=O)(=O)c2ccc(NC(=O)COc3ccc(Cl)cc3)cc2)CC1	0.0
CC(OC(=O)CNC(=O)C1CCCCC1)C(=O)NCc1ccccc1 (configuration not stated)	-0.1
CC(=O)Nc1ccc(C=NNc2ccc([N+](=O)[O-])cc2S(=O)(=O)Nc2ccccc2C(=O)O)cc1	-1.8
CS(=O)(=O)c1cccc(C(=O)NCc2ccc(F)cc2)c1	4.0
C[C@H](CO)N1C[C@H](C)[C@@H](CN(C)S(=O)(=O)c2cccs2)Oc2c(NC(=O)NC3CCCCC3)cccc2C1=O	0.4
O=C(Cn1[nH]c(=O)c2ccccc2c1=O)NCCN1C(=O)S/C(=C\c2ccccc2)C1=O	-1.0
O=C(COC(=O)c1cccnc1Cl)Nc1ccc(N2CCCCC2)cc1	-1.1
CN(Cc1ccccc1)C(=O)c1ccccc1C(=O)OCC(=O)N(Cc1ccccc1)C(C)(C)C	1.6
CN(CC(=O)Nc1ccc(Cl)c(Cl)c1)C(=O)C1CCCC1	-0.7
Cc1ccc(NC(=O)COc2ccc(Br)cc2CO)cc1S(=O)(=O)N1CCOCC1	-0.6
CC(=O)Nc1ccc(S(=O)(=O)NCCC(=O)NC(C)c2cccs2)cc1 (configuration not stated)	-0.8
CCN(CC(=O)NCc1cccs1)C(=O)c1ccc(S(=O)(=O)N(C)c2ccccc2)cc1	-0.4
O=C(CSc1nnnn1-c1ccc2c(c1)OCCO2)OC1CCCCC1	-1.6
COc1ccc(-c2nn(-c3ccccc3)cc2CNC[C@H]2O[C@@H](n3cnc4c(N)ncnc43)[C@H](O)[C@@H]2O)cc1	0.2
CC(C)(C)C1CCC(=NNC(=O)C2COc3ccccc3O2)CC1 (configuration not stated)	1.2
O=C(COC(=O)c1cc(Cl)ccc1[N+](=O)[O-])NC1CC1	0.2
Cc1ccc(OCC(=O)N2CCN(S(=O)(=O)c3ccc4c(c3)OCCO4)CC2)c(C)c1	-0.5
COc1ccc(-c2sc3cc4c(cc3c2-c2ccc3c(c2)OCCO3)OCO4)cc1	-0.1
COc1ccc(-c2c(C#Cc3ccsc3)c3cc(-c4ccc5c(c4)OCCO5)ccc3n2C)cc1	-0.6
CSc1nc(N)nc2c1ncn2CC(=O)NCCCc1ccccc1	0.8
Cc1ccc(S(=O)(=O)N(C)C)cc1NC(=O)c1ccc(-n2cncn2)c([N+](=O)[O-])c1	0.3
CCOc1cc(N2CCOCC2)c(OCC)cc1NC(=O)COC(=O)C1CCCN1S(=O)(=O)c1ccccc1F (configuration not stated)	-0.9
COc1ccc(C2(C)NC(=O)N(CC(=O)c3cc(C)n(C4CC4)c3C)C2=O)cc1 (configuration not stated)	-0.6
COc1cc(/C=C/C(=O)OCC(=O)N2CCCc3ccccc32)ccc1OCC#N	-1.3
CN(CC(=O)Nc1ccc(F)cc1)C(=O)CN1C(=O)c2cccc([N+](=O)[O-])c2C1=O	-1.7
O=C(NCC(=O)N1CCN(c2ccc(C(F)(F)F)cn2)CC1)c1ccc(Br)o1	-0.1
Nc1c(C(=O)OCC(=O)Nc2cccc([N+](=O)[O-])c2)[nH]c(=O)[nH]c1=O	-0.3
